Assay outcomes deposited in PubChem BioAssay by Broad Institute.
FN deposition inh = fibronectin deposition inhibition; AH1F fibroblasts, Alexa488-fibronectin deposition fluorescence, overnight; inhibition, % at 12.6 µM; hit rate 0.086% among 350,000;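 active = mean inhibition across replicates of 30% or more, regardless of how many single replicates reach that level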;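 also: positive control wells lacked labelled fibronectin entirely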
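Material – AH1F fibroblast monolayer, labelled fibronectin deposition · Reagent – labelled fibronectin 24 nM · Timing – 1 h adhesion, overnight exposure · Measured by – fluorescence at 485 nm excitation, 525 nm emission · Read-out – inhibition of fibronectin deposition signal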
GSIS activator = primary screen for activators of insulin secretion dependent on glucose, INS-1E cells, GLuc reporter luminescence | INS-1E GLuc reporter insulin secretion, 2-3 h | activation, % at 16.6 µM | hit rate 0.61% among 370,000;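 active = lowest replicate activation of at least 40%, so every replicate reaches that level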;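 also: 0% = median of neutral control wells and 100% = median of IBMX positive control wells; some compounds called inactive have numbers as strong as hits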
miR122 inh = inhibitors of miR-122 in Huh7 cells; Huh7 miR-122 Renilla luciferase sensor, 48 h; neutral wells = 0, positive control = 100; activation (reporter increase), % at 12.5 µM; hit rate 0.3% among 340,000; AID 602342;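 active = mean replicate activation score at least 90 and every replicate individually at or above 90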;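 also: higher luciferase means less miR-122 activity so hits act as miR-122 inhibitors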
Cneo AK release = causes C. neoformans cell lysis; hit rate 0.2% among 360,000; adenylate kinase release luminescence, 4 h; normalised: neutral wells 0, clomiphene wells 100; lysis activity, % at 15 µM; AID 651654;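 active = mean lysis activity across replicates of at least 80%, whatever share of replicates individually reach that level; inactive = mean lysis activity below 80%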
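Schedule: static 4 h at 37 °C with compound, 1 h detection; system: C. neoformans cells; benchmarks: Clomiphene as positive control; buffer or medium: fresh YPD medium; measure: luminescence rise reflecting yeast cell lysis; measured by: luminescent adenylate kinase detection reagent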
F508del corr = correctors of CFTR F508del function in bronchial epithelial cells; CFBE cells, YFP halide quenching; stimulated with forskolin plus potentiator P3; % fluorescence drop versus neutral controls; hit rate 0.36% among 350,000; AID 720511; activity (quench increase), % at 7.58 µM;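 active = mean added fluorescence quench of at least 8% versus neutral control, with both replicates also reaching 8%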;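 also: cells transiently co-express mutant CFTR-F508del with the halide-sensitive YFP; corrector assay measuring rescue of mutant channel to the surface after 24 h compound exposure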
PglD DTNB = PglD (C. jejuni) enzyme inhibition; purified PglD enzyme, DTNB colorimetric CoA detection; inhibition, % at 12.5 µM; hit rate 0.098% among 360,000; AID 602405; in the data active = inhibition above about 16%, passing the limit was not always enough; also: strong numbers were not always called active
C2C12 statin = suppression of simvastatin myotoxicity. C2C12 myotubes + simvastatin, ATP luminescence, 48 h; scaled: DMSO 0, geranylgeraniol control 100. rescue of ATP level, % at 7.49 µM. hit rate 0.78% among 330,000;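 active = mean ATP rescue above about 67%, or every replicate alone reaching that limit, limit read from the data, passing the limit was not always enough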;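 also: myotubes were challenged with 10 µM simvastatin during compound exposure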
PGC1a acetyl inh = PGC1a acetylation modulation, inhibitor mode | inhibition, % at 15.6 µM | hit rate 0.17% among 350,000 | U2OS PGC1a acetylation, AlphaScreen anti-acetyl-lysine; with virally co-expressed GCN5 acetyltransferase | AID 651687;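 active = every replicate shows inhibition of at least 40%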;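 also: 0% = neutral control wells and 100% = positive control wells; some results beyond the cut were filed as inactive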
An asterisk follows results filed as active; / = not tested or not shown; [ ] = remark or other dose. The order is random; any-hit rate near 2.1%.

SMILES	FN deposition inh	GSIS activator	miR122 inh	Cneo AK release	F508del corr	PglD DTNB	C2C12 statin	PGC1a acetyl inh
C[C@H](CO)N1C[C@H](C)[C@H](CN(C)Cc2ccncc2)Oc2c(NS(=O)(=O)c3ccccc3)cccc2C1=O	/	-4	13[16.7 µM]	0	-0.2	-3	-8	-11
O=C(NCC1CCCO1)c1cccc(N2C(=O)C3C4C=CC(C4)C3C2=O)c1 (stereo unspecified)	3	/	-5	1	/	2	-1	-5
CN1C(=O)c2cc(NC(=O)Cc3cccs3)ccc2OC[C@H]2O[C@@H](CC(=O)NCC3CCCCC3)CC[C@H]21	-9	-10	27[16.7 µM]	-2	-4.9	0	2	-8
CCCCn1c(N)c(N(CCC(C)C)C(=O)c2ccc([N+](=O)[O-])s2)c(=O)[nH]c1=O	-9	-35	1	0	1.7	-10	8	-2
CC(C)C[C@@H](CO)NC(=O)CC[C@H](NC(=O)OC(C)(C)C)C(=O)N(Cc1ccccc1)Cc1ccccc1	-7	-17	4	-2	1.2	-4	-1	8
Cc1noc(C)c1NC(=O)N(C)C[C@@H]1Oc2ccc(NC(=O)Nc3cccc4ccccc34)cc2CC(=O)N([C@@H](C)CO)C[C@H]1C	-7	14	-1[16.7 µM]	41	2.4	-1	29	-2
Cc1noc(C)c1CSCC(=O)Nc1nc(-c2ccc(F)c(F)c2)cs1	/	-20	/	-1	-4.9	2	-11	/
O=C(/C=C/c1ccc(S(=O)(=O)N2CCOCC2)cc1)NCCc1ccc(C(F)(F)F)cc1	-1	1	/	4	-4.0	2	8	-6
CC(C)(C)OC(=O)N[C@@H](CC(=O)OCc1ccccc1)C(=O)O	-4	1	0	/	1.6	/	/	10
COc1ccc(CCNC(=O)COC(=O)CCC(=O)c2cccs2)cc1OC	1	38	-3	12	0.3	6	1	-8
COCC(=O)N1CCCCN2[C@H](CO)[C@@H](c3ccc(-c4cccc(C)c4)cc3)[C@@H]2C1	/	10	-5[16.7 µM]	0	-0.7	4	/	-7
O=C(Nc1ncnc2c1C(c1ccccc1)c1c(ccc3ccccc13)O2)c1ccccc1 (stereo unspecified)	1	-2	/	-2	-0.3	-6	1	/
COC(=O)c1ccc(Nc2c([N+](=O)[O-])ccc3nonc23)cc1	9	8	-2	-3	-1.9	3	3	12
O=C(O)CN1C(=O)/C(=C\c2cn(-c3ccccc3)nc2-c2ccccc2)SC1=S	/	/	2	0	/	-6	14	/
COc1ccc2c(-c3ccccc3)cc(=S)[nH]c2c1	-5	13	5	16	-1.4	4	13	-4
CC(=Cc1ccccc1)C=C1SC(=S)N(CCCC(=O)Nc2ccc(C(=O)O)cc2)C1=O	-6	-24	-4	-3	-3.1	-4	-206	/
O=C(NNC(=S)Nc1ccc(C(=O)O)c(O)c1)c1ccncc1	/	17	-1	-1	1.4	2	7	19
COc1ccc(CNC(=S)Nc2cc(C)cc(C)c2)cc1	8	/	-3	15	/	-1	2	6
C[C@@H]1CN([C@H](C)CO)C(=O)c2cccc(NC(=O)c3ccc(-c4nccs4)cc3)c2O[C@@H]1CN(C)CC1CC1	1	4	6[16.7 µM]	0	-1.6	-4	3	-4
COc1ccc(NC(=O)N(C)C[C@H]2Oc3ccc(NS(=O)(=O)c4ccc(OC)cc4)cc3C(=O)N([C@@H](C)CO)C[C@@H]2C)cc1	/	19	1[16.7 µM]	-5	2.6	0	-16	-2
COc1ccc(CCNC(=O)CC2COc3ccccc3O2)cc1OC (stereo unspecified)	6	/	-4	-6	/	2	8	-16
Cc1ccc(N2CC(C(=O)NCc3ccccn3)CC2=O)cc1 (stereo unspecified)	/	5	-4	1	/	1	-20	9
CCN(CC(=O)Nc1c(F)cccc1F)C(=O)CSc1ccc(F)cc1	-1	4	0	-1	-4.3	-5	-1	-9
COc1ccc(S(=O)(=O)Nc2cccc3c2O[C@H](CN(C)Cc2ccc4c(c2)OCO4)[C@H](C)CN([C@H](C)CO)C3=O)cc1	/	-7	5[16.7 µM]	-1	1.3	0	10	-13
COc1ccc(CNC(=O)C2CCC(CNS(=O)(=O)c3ccccc3)CC2)cc1 (stereo unspecified)	8	-19	1	-3	3.6	1	19	/
O=c1[nH]c(=O)n(C2CCCCCC2)c(O)c1C=NCc1ccc(F)cc1	15	/	-5	-3	/	0	9	10
C[C@@H]1CCCCO[C@@H](CN(C)C(=O)Nc2ccc3c(c2)OCO3)[C@H](C)CN([C@@H](C)CO)C(=O)c2cc(NS(=O)(=O)c3ccc(Cl)cc3)ccc2O1	6	-2	-6[16.7 µM]	2	-2.1	-2	/	-7
O=C(CN1CCOCC1)NCC[C@@H]1CC[C@@H](NS(=O)(=O)c2ccc(Cl)cc2)[C@@H](CO)O1	3	15	/	-1	0.3	1	0	-5
CN(Cc1ccccc1)C(=O)COC(=O)c1ccc[nH]c1=O	-2	/	33	3	-0.4	-2	-5	-5
COc1ccc(-c2cc3cc(OC)c(OC)cc3cn2)cc1OC	-8	7	/	/	6.8	/	/	-11
COc1ccc(NC(=O)Nc2ccc3c(c2)C(=O)N([C@@H](C)CO)C[C@@H](C)[C@H](CN(C)Cc2ccc(Oc4ccccc4)cc2)O3)cc1	/	-12	23[16.7 µM]	47	-0.6	3	-22	1
COc1ccc(C2(c3ccc(OC)cc3)NC(=O)N(CC(=O)Nc3ccccc3C)C2=O)cc1	10	-17	-2	1	2.5	3	/	7
COc1ccc(S(=O)(=O)Nc2ccc3c(c2)C(=O)N([C@H](C)CO)C[C@H](C)[C@H](CN(C)C(=O)CCC(F)(F)F)OCCCC[C@@H](C)O3)cc1	/	6	-4[16.7 µM]	2	-1.1	2	/	2
COc1cccc(NC(=O)CN(C)C(=O)c2ccc(COc3ccccc3)o2)c1	-4	-29	3	0	-2.5	4	-15	5
CCN(C[C@@H]1N[C@H](CO)[C@H]1c1ccc(-c2cccc(C#N)c2)cc1)C(=O)COC	-11	-1	-14[16.7 µM]	-2	-5.7	1	-47	-1
O=C(C[C@@H]1C[C@@H]2c3cc(NC(=O)NC4CCCC4)ccc3O[C@@H]2[C@H](CO)O1)NCc1cccnc1	2	-7	/	/	-0.8	/	/	-7
Cc1ccc(/C=C/C(=O)NCCc2ccccc2)o1	13	39	0	-8	-2.6	4	-6	-17
COc1ccc(Cl)cc1NC(=O)CN(C)C(=O)c1cc2c(s1)CCCC2	-3	-11	4	5	2.0	4	7	-7
COc1ccc(NC(=O)Nc2cccc3c2O[C@H](CN(C)Cc2ccc(Cl)c(Cl)c2)[C@H](C)CN([C@H](C)CO)C3=O)cc1	-3	-10	-6[16.7 µM]	/	-2.6	/	/	17
O=C(NCc1ccc(Cl)cc1)C1CCC(CNc2c(N3CCCCC3)c(=O)c2=O)CC1 (stereo unspecified)	-8	8	9	1	-0.4	3	-4	0

A different layout for seven compounds above:
| SMILES | FN deposition inh | GSIS activator | miR122 inh | Cneo AK release | F508del corr | PglD DTNB | C2C12 statin | PGC1a acetyl inh |
| --- | --- | --- | --- | --- | --- | --- | --- | --- |
| COc1ccc(NC(=O)Nc2ccc3c(c2)C(=O)N([C@@H](C)CO)C[C@@H](C)[C@H](CN(C)Cc2ccc(Oc4ccccc4)cc2)O3)cc1 | / | -12 | 23[16.7 µM] | 47 | -0.6 | 3 | -22 | 1 |
| COc1ccc(C2(c3ccc(OC)cc3)NC(=O)N(CC(=O)Nc3ccccc3C)C2=O)cc1 | 10 | -17 | -2 | 1 | 2.5 | 3 | / | 7 |
| COc1ccc(S(=O)(=O)Nc2ccc3c(c2)C(=O)N([C@H](C)CO)C[C@H](C)[C@H](CN(C)C(=O)CCC(F)(F)F)OCCCC[C@@H](C)O3)cc1 | / | 6 | -4[16.7 µM] | 2 | -1.1 | 2 | / | 2 |
| COc1cccc(NC(=O)CN(C)C(=O)c2ccc(COc3ccccc3)o2)c1 | -4 | -29 | 3 | 0 | -2.5 | 4 | -15 | 5 |
| CCN(C[C@@H]1N[C@H](CO)[C@H]1c1ccc(-c2cccc(C#N)c2)cc1)C(=O)COC | -11 | -1 | -14[16.7 µM] | -2 | -5.7 | 1 | -47 | -1 |
| O=C(C[C@@H]1C[C@@H]2c3cc(NC(=O)NC4CCCC4)ccc3O[C@@H]2[C@H](CO)O1)NCc1cccnc1 | 2 | -7 | / | / | -0.8 | / | / | -7 |
| Cc1ccc(/C=C/C(=O)NCCc2ccccc2)o1 | 13 | 39 | 0 | -8 | -2.6 | 4 | -6 | -17 |

More compounds.
SMILES	FN deposition inh	GSIS activator	miR122 inh	Cneo AK release	F508del corr	PglD DTNB	C2C12 statin	PGC1a acetyl inh
O=C(NCC(=O)N1CCCC1)c1ccc(Br)cc1	4	13	-6	15	0.7	-4	11	1
O=C(NCC[C@@H]1CC[C@@H](NS(=O)(=O)Cc2ccccc2)[C@H](CO)O1)C1CC1	-11	5	/	55	-1.4	-1	0	3
O=C(Nc1cccc(Cl)c1)c1ccccc1	3	9	3	-3	-0.9	1	-4	-1
O=C(O)c1ccccc1/C=N/NC(=S)NCc1ccccc1	3	5	2	-2	-0.7	-4	6	-2
O=C(Nc1ccc(Cl)c(S(=O)(=O)N2CCCC2)c1)c1cc(=O)[nH]c2ccccc12	0	-14	-2	-2	4.6	-3	1	-9
CNC(=S)N1CCC(NC(=O)C(Cc2ccccc2)NC(C)=O)CC1 (stereo unspecified)	9	5	/	/	3.8	/	/	0
O=C(CNS(=O)(=O)c1ccc(F)cc1)N1CCN(c2ccc(F)cc2)CC1	-11	-5	0	-3	/	-5	-1	-19
C[C@@H]1CN([C@@H](C)CO)C(=O)CCCn2cc(nn2)CO[C@@H]1CN(C)S(=O)(=O)c1ccc(-c2ccccc2)cc1	-3	-6	6[16.7 µM]	-4	0.4	3	-13	10
